# High-throughput results deposited in PubChem BioAssay by Broad Institute.
# ARNT-TACC3 inh = disruptors of human ARNT/TACC3 interaction; hit rate 0.66% among 390,000; AlphaScreen His-ARNT PAS-B/GST-TACC3 binding, luminescence; TACC3 fragment carries E629A point mutation; AID 623870; inhibition, % at 9.99 µM;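 active = mean inhibition of replicates at least 50% and at least half of replicates each reaching 50%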;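 note: 0% = complete ARNT plus TACC3 wells and 100% = ARNT alone without TACC3; many hits fall short of the cut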
# Active calls of the source: *. This is a subset; rates above refer to the full screens.
SMILES,ARNT-TACC3 inh
CC(C)c1ccc(C2CC(=O)c3cnc(N4CCc5ccccc5C4)nc3C2)cc1 (stereo not drawn),4
O=C(/C=C/c1ccc(-c2ccccc2[N+](=O)[O-])o1)c1ccc(F)cc1,-4
Cc1ccc(Oc2nc(-c3ccccc3)ncc2S(C)(=O)=O)cc1,2
COc1cc(OC)c(C(=O)Nc2cccc(C(C)=O)c2)cc1OC,-3
CCOC(=O)c1sc(NC(=O)CCN2CCOCC2)c(C(=O)OCC)c1C,-2
CCOc1cc(C=C(C(=O)OC)C(=O)OC)ccc1OCc1ccc([N+](=O)[O-])cc1,2
O=C1Nc2ccc([N+](=O)[O-])cc2C1(O)N1CCCCC1 (stereo not drawn),-8
Cc1ccc(-c2nc3ccccc3o2)cc1NC(=S)NC(=O)c1cccs1,-20
Cc1nc2nc(SCC(=O)NCCN3CCOCC3)nn2c(C)c1Cc1ccccc1,-3
CCNc1nc(NCC)nc(C(=O)Nc2ccccc2)n1,96*
CC(C)(C)c1ccc(-c2nnc(NC(=O)c3ccccc3)s2)cc1,-3
Nc1nnc(CCS(=O)(=O)c2ccc(Cl)cc2)s1,-4

# Some of these compounds in order of the ARNT-TACC3 inh value, low to high.
SMILES,ARNT-TACC3 inh
Cc1ccc(-c2nc3ccccc3o2)cc1NC(=S)NC(=O)c1cccs1,-20
O=C1Nc2ccc([N+](=O)[O-])cc2C1(O)N1CCCCC1 (stereo not drawn),-8
Cc1nc2nc(SCC(=O)NCCN3CCOCC3)nn2c(C)c1Cc1ccccc1,-3
CCOc1cc(C=C(C(=O)OC)C(=O)OC)ccc1OCc1ccc([N+](=O)[O-])cc1,2
CC(C)c1ccc(C2CC(=O)c3cnc(N4CCc5ccccc5C4)nc3C2)cc1 (stereo not drawn),4

# Remaining list, next part
SMILES,ARNT-TACC3 inh
Cc1cc(C)c(OCCN2C(=O)NC(C)(C)C2=O)c(Cl)c1,-3
CC1CN(C(=O)c2ccc3c(c2)OCO3)OC(c2ccccc2)O1 (stereo not drawn),0
CCC1(C)Cc2c(sc3c2c(=O)n(C)c2nnc(SCC(=O)c4ccccc4)n32)CO1 (stereo not drawn),-2
COc1ccc(N2CCN(C(c3cccs3)c3nnnn3C3CCCC3)CC2)cc1 (stereo not drawn),7
O=C1CC(c2ccco2)Cc2nc(NCC3CCCO3)ncc21 (stereo not drawn),1
Cc1nc(CS(=O)c2ccc(Cl)cc2)cc(N2CCOCC2)n1 (stereo not drawn),-5
COc1cccc2c1cc1c(=O)n(CC(=O)NCCCc3ccccc3)nc(C)n12,-12
CN(C)/C=C(/C(=O)c1ccc(Cl)cc1)S(=O)(=O)c1ccccc1,-3
COc1c(/C=N/Nc2nc(N3CCCCC3)nc(N3CCCCC3)n2)cccc1[N+](=O)[O-],34
CCCC(=O)NC(c1ccccc1OC)c1ccc2cccnc2c1O (stereo not drawn),-9
COc1ccc(C)cc1-n1nnnc1SCc1csc(C)n1,-1
Cc1cc(NC(=O)CCC(=O)N(CCc2ccccc2)C(C(=O)NC2CCCC2)c2ccco2)no1 (stereo not drawn),2
C=CCn1c(SCn2nnc3ccccc3c2=O)nnc1C1CCCCC1,-4
Cc1ccc(-c2nc(CSCC(=O)NCc3cccnc3)c(C)o2)cc1,-3
COc1ncnc2c1oc1nc(CC(C)C)c3c(c12)CCCC3,27
COc1cccc(NC(=O)CN(c2cccc(C(F)(F)F)c2)S(C)(=O)=O)c1,-7
COc1ccccc1N1CCN(C(=O)C2CCCO2)CC1 (stereo not drawn),-4
COc1ccc(C(=O)Oc2c(CN3CCOCC3)cc(Cl)c3cccnc23)cc1,65*
Cc1ccc(-c2cn3nc(C)c(C)nc3n2)cc1,9
O=C(c1ccc(S(=O)(=O)N2CCCCC2)cc1)N1CCN(c2ccccc2)CC1,-3
O=C(CN(CC1CCCO1)C(=O)CNS(=O)(=O)c1ccc(Cl)cc1)NCC1CCCO1 (stereo not drawn),-5
Cc1cc(F)ccc1S(=O)(=O)Nc1ccccc1C(=O)Nc1ccccc1-c1nc2ccccc2[nH]1,-1
N#Cc1ccc(NC(=O)Cn2cnc(S(=O)(=O)N3CCOCC3)c2)cc1,1
O=S(=O)(c1ccccc1)c1ccccc1/C=N\O,32
CC(=O)c1cccc(NC(=O)CSc2nnc(-c3ccc(S(=O)(=O)N4CCCC4)cc3)o2)c1,-2
CC1CCCCC1NC(=O)CSc1nnc(-c2ccccc2)n1N (stereo not drawn),1
CCCCn1cnc2sc(-c3ccccc3)cc2c1=O,-1
O=C(NC1CCN(C(=S)NCc2ccco2)CC1)C1CCCCC1,-8
CCCC12CN3CC(C)(CN(C1)C3c1ccc(OC)cc1)C2=O (stereo not drawn),-5
COC(=O)c1c(C)noc1-c1cc(C)on1,-3
Cn1cnnc1SCC(=O)n1c2ccccc2c2ccccc21,-6
CS(=O)(=O)N1CCC(C(=O)N2CCc3ccccc3C2)CC1,3
COc1cc(/C=N/NC(=O)C2c3ccccc3Oc3ccccc32)ccc1O,11
Clc1ccc(C(c2nnnn2C2CCCCC2)N(Cc2cccnc2)Cc2ccco2)cc1 (stereo not drawn),-6
CCc1nc(Nc2ccc(OC)c(OC)c2)c2nnn(Cc3ccccc3Cl)c2n1,0
Cn1c(C(=O)NCC2CCCO2)cc2oc3ccccc3c21 (stereo not drawn),-5
O=S1(=O)CCN(Cc2ccc(Cl)cc2)CC1,-6
O=C(Nc1cccc(NC(=O)c2cc([N+](=O)[O-])ccc2Cl)n1)c1cc([N+](=O)[O-])ccc1Cl,-8
CC(C)Nc1nc2n(c(=O)n1)CCN2C(C)C,-2
O=C(Nc1cnn(Cc2ccc(F)cc2)c1)c1cnccn1,-4
CCOc1ccccc1NC(=O)C(CC(C)C)NC(=O)C1CCCCC1 (stereo not drawn),-3
CC1CN(CC(O)COc2ccc(C(C)C)cc2)CC(C)O1 (stereo not drawn),-6
COC(=O)c1cc2sccc2n1CC(=O)Nc1ccc(OC)c(OC)c1OC,-3
CCCCN(C)C(=O)CCCc1c[nH]c2ccccc12,3
CN(C)c1c([N+](=O)[O-])ncn1C,3
COc1ccc(C(=O)Oc2c(C)occc2=O)cc1OC,-22
OC1(c2ccccc2)C/C(=N\n2cnnc2)C=C1c1ccccc1 (stereo not drawn),-2
O=C(Nc1ccc(S(=O)(=O)N2CCOCC2)cc1)C1CCCCC1,0
CCC(C)(C)NC(=O)C(c1cccn1C)N(Cc1ccc(C)cc1)C(=O)Cn1nnc2ccccc21 (stereo not drawn),-5
O=C1CC(C2CCCO2)C(=O)N1c1cccc(Cl)c1 (stereo not drawn),-5
Cc1ccc(S(=O)(=O)/N=C(/Nc2nc(C)cc(C)n2)N2CCOCC2)cc1,-1
O=C(OCc1nnc(-c2ccccc2)o1)c1ccc2ccccc2n1,1
COc1ccccc1NC(=O)COc1ccc(C(F)(F)F)cc1[N+](=O)[O-],-4
CC1CCCC(NC(=O)COC(=O)CCC2CCCC2)C1C (stereo not drawn),-4
CCNc1c2c(nc3ccccc13)CC(C)(C)CC2=O,0
CCCC(CCC(=O)Nc1ccc(S(N)(=O)=O)cc1)C(=O)O (stereo not drawn),-5
CCCc1cc(C(=O)Nc2nccs2)cs1,-3
COc1ccc(-n2c(SCC(=O)NCC3CCCO3)nc3n[nH]c(C)c3c2=N)cc1 (stereo not drawn),5
N=c1c2c3c(sc2nc2n1CCCCC2)CCCCC3,2
COc1ccc(NC(=O)Nc2ccc(OC)cc2)cc1,-7

# Filtered by structure: the compounds so far containing an NH in an aromatic ring (three)
SMILES,ARNT-TACC3 inh
Cc1cc(F)ccc1S(=O)(=O)Nc1ccccc1C(=O)Nc1ccccc1-c1nc2ccccc2[nH]1,-1
CCCCN(C)C(=O)CCCc1c[nH]c2ccccc12,3
COc1ccc(-n2c(SCC(=O)NCC3CCCO3)nc3n[nH]c(C)c3c2=N)cc1 (stereo not drawn),5

# The listing continues:
SMILES,ARNT-TACC3 inh
N#CC1=C(N)OC2=C(C(=O)CCC2)C1C1CC=CCC1 (stereo not drawn),1
CN(CC(=O)NCC1CCCO1)S(=O)(=O)c1cc(Cl)ccc1Cl (stereo not drawn),11
COc1ccc(CCNC(=O)COc2ccc(S(=O)(=O)N3CCOCC3)cc2)cc1,-2
Cc1ccc(S(=O)(=O)NC(=O)c2cc(C)n(CCCN3CCOCC3)c2C)cc1,-3
CCCCS(=O)(=O)C(=C1Nc2ccccc2N1)S(=O)(=O)CCCC,-3
O=C(Cn1nnc2ccccc2c1=O)Nc1cc(C(F)(F)F)ccc1N1CCOCC1,-2
CCOC(=O)CC1=C(C(=O)OCC)C(c2ccncc2)C(C#N)=C(N)O1 (stereo not drawn),-5
CN1C=CC=C/C1=C(\C#N)c1nc2ccccc2[nH]1,-2
Cc1cc(Br)cn2ccnc12,-9
O=C(c1ccc(N2CCNCC2)cc1)c1cccnc1,-1
CCC(CC)C(=O)NC12CC3CC(CC(C3)C1)C2,-3
O=C1c2ccccc2C(=O)N1CCc1nc(-c2ccncc2)no1,1
COc1ccccc1NC(=O)CSC1CC(=O)N(c2ccc3c(c2)OCO3)C1=O (stereo not drawn),3
COc1ccc(S(=O)(=O)N(C)c2ccc(C(=O)N3CCC(C(N)=O)CC3)cc2)cc1,-4
O=C(CCc1nc(-c2ccc(Cl)cc2)no1)OCc1ccc(Br)cc1,0
COC(=O)[C@@H](NC(=O)NC(C)CCc1ccccc1)C(C)C (stereo partly drawn),-2
NC(=O)c1nsc(C(=O)N(CC(=O)NCc2ccco2)c2ccccc2F)c1N,17
Cc1ccc(C)c(S(=O)(=O)C(C#N)c2nc3ccccc3nc2N2CCCC2)c1 (stereo not drawn),25
CCC1CCCCN1C(=O)Cn1c(=O)oc2ccccc21 (stereo not drawn),4
COc1ccc(C2=Nn3c(nnc3-c3ccccn3)SC2)cc1OC,83*
CC1=N/C(=C\c2ccc([N+](=O)[O-])cc2)C(=O)N1c1cc(Cl)ccc1C,-9
Cn1c(=O)c2c(nc(Br)n2CCSc2ncccn2)n(C)c1=O,5
O=C(NC12CC3CC(CC(C3)C1)C2)C12CC3CC(C1)CC(n1cnc(Cl)n1)(C3)C2,-2
O=C(CCn1cccc1)NCc1ccccc1,-5

# Entries listed so far shown as hits in ARNT-TACC3 inh.
SMILES,ARNT-TACC3 inh
CCNc1nc(NCC)nc(C(=O)Nc2ccccc2)n1,96*
COc1ccc(C(=O)Oc2c(CN3CCOCC3)cc(Cl)c3cccnc23)cc1,65*
COc1ccc(C2=Nn3c(nnc3-c3ccccn3)SC2)cc1OC,83*

# Other results:
SMILES,ARNT-TACC3 inh
CCOC(=O)CSc1nnc(-c2ccncc2)o1,-22
CC(=O)c1ccc(OCC(O)CN2CCN(CC(O)COc3ccc(C(C)=O)cc3)CC2)cc1 (stereo not drawn),-7
O=C(CN1C(=O)CCSc2ccccc21)Nc1ccc(F)cc1,-8
COC(=O)[C@@]1(Cc2ccccc2)[C@H]2C(=O)N(Cc3ccccc3)C(=O)[C@H]2[C@H]2CN=C(SCc3ccc(C)cc3)N21,0
C=C(C)C1Cc2c(C)nn(-c3nc(C)cc(C)n3)c2C1 (stereo not drawn),2
COc1cc2c(cc1OC)C(CC#N)=NC(C)(C)C2,-3
Cn1c(-c2cccc(Br)c2)cnc1NCc1cccnc1,-1
CCOc1ccc(C2NC(=O)c3ccccc3O2)cc1 (stereo not drawn),0
Cc1ccc(C(=O)Oc2ccc(C(=O)COC(=O)C3CC(=O)N(Cc4ccco4)C3)cc2)cc1 (stereo not drawn),25
CCCCn1c(SCC(=O)NCCOC)nc2ccc(N3CCOCC3)cc2c1=O,11
Cn1c(=O)[nH]c(=O)c2c1nc(NCCCn1ccnc1)n2Cc1ccccc1,7
COc1ccc2[nH]c(=O)c(CN(C(=O)C3CCCO3)c3ccc(C)cc3)cc2c1 (stereo not drawn),-1
CCOc1ccc2nc(NC(=O)c3cnc(C)cn3)sc2c1,10
Cc1cc(C)nc(NC2=NCC(=O)N2c2ccc3c(c2)OCCO3)n1,-16
CCCCNc1c(-c2ccc(SC(C)CC)cc2)nc2cnccn12 (stereo not drawn),-33
CCOCCCNC(=O)C(NC(=O)CNC(C)=O)c1ccc(Cl)cc1 (stereo not drawn),-2
COc1ccc(C(CC(=O)O)NC(=O)c2ccccc2)cc1OC (stereo not drawn),-1
CCOc1ccc2nc(COC(=O)c3ccco3)c(C(C)=O)[n+]([O-])c2c1,-1
COCCNC(=O)C(c1ccccc1)N(C(=O)Cn1nnc2ccccc21)c1cccnc1 (stereo not drawn),1
CCC(=O)Nc1cc2c(cc1C(C)=O)OCCO2,-3
O=C(Nc1ccc(S(=O)(=O)N2CCc3ccccc32)cc1)c1ccco1,-7
COC(=O)c1cc(NC(=O)C2C3C=CC(C3)C2C(=O)O)cc(C(=O)OC)c1 (stereo not drawn),-7
COc1ccc(CCNC(=O)CSc2nnc(CNc3ccc(Cl)cc3)o2)cc1OC,-6
O=C(CCN1CCN(c2ccccn2)CC1)Nc1ccc(F)cc1,-4
Cc1cc2c(C)ccc(C)c2nc1SCC(=O)c1cccs1,0
CCC(=O)Nc1ccc(C(=O)Nc2ccc3c(c2)C(=O)N(CC2CCCO2)C3=O)cc1 (stereo not drawn),-12
CC(Oc1ccc2c(-c3ccccc3)cc(=O)oc2c1)C(=O)O (stereo not drawn),-9
CCCCOc1ccc(-c2ncc(C(=O)OCC)c(N)n2)cc1,-1
COc1ccccc1OCc1nnc(SCC(=O)N2CCCCC2)n1-c1ccccc1,-7
CCCn1nc(C(=O)N2CCc3ccccc3C2)c2ccccc2c1=O,31
CCn1c2ccccc2c2cc(NC(=O)CSc3nnc(-c4ccccc4)o3)ccc21,-8
CSc1nc2nc(-c3ccccc3)cc(C(F)(F)F)n2n1,-5

# Arranged by length of the SMILES (rising): some entries from above.
SMILES,ARNT-TACC3 inh
CSc1nc2nc(-c3ccccc3)cc(C(F)(F)F)n2n1,-5
CCCCOc1ccc(-c2ncc(C(=O)OCC)c(N)n2)cc1,-1
CCCn1nc(C(=O)N2CCc3ccccc3C2)c2ccccc2c1=O,31
COc1ccccc1OCc1nnc(SCC(=O)N2CCCCC2)n1-c1ccccc1,-7
COc1ccc(CCNC(=O)CSc2nnc(CNc3ccc(Cl)cc3)o2)cc1OC,-6
CCn1c2ccccc2c2cc(NC(=O)CSc3nnc(-c4ccccc4)o3)ccc21,-8
CCC(=O)Nc1ccc(C(=O)Nc2ccc3c(c2)C(=O)N(CC2CCCO2)C3=O)cc1 (stereo not drawn),-12
